# KOR beta-arrestin-1 = kappa opioid receptor activators – cell-based, luminescence, uHTS, primary screen (AID 1777). KOR beta-arrestin recruitment, luminescence; higher % means a stronger effect. activation, % at 10 µM; hits with a dose series show EC50 in µM. 0.02% of 280,000 active; in the data active means activation above about 50%, passing the limit was not always enough; further: a part of the inactive calls stands beside numbers as strong as those of hits
# KOR beta-arrestin-2 = KOR antagonists, beta-arrestin recruitment, cell-based, luminescence, uHTS (AID 1778) | one-dose inhibition, % at 10 µM; IC50 in µM for titrated hits | KOR beta-arrestin recruitment, luminescence, antagonist mode; higher % means a stronger effect | 0.091% of 290,000 active; further: strong numbers were not always called active
# HIV fusion peptide = cell-free HIV fusion peptide-binding blockers – biochemical, uHTS, fluorescence dequenching, primary screen (AID 1986); cell-free peptide binding, fluorescence dequenching, 30 min; higher % means a stronger effect; inhibition, % at 20 µM, or IC50 in µM where a hit was titrated; 0.3% of 290,000 active; in the data active means inhibition mostly above about 52%, no sharp cut-off; inactive means mostly below about 76%; further: some results filed as inactive read as strong as hits
# MgcRacGAP inhibition = MgcRacGAP GTPase-activating activity inhibitors, confirmation, biochemical, ADP Hunter fluorescence; MgcRacGAP-stimulated Rac1 GTP hydrolysis, ADP Hunter fluorescence; higher % means a stronger effect; GST-tagged Rac1 F28L mutant substrate; 0.6% of 340,000 active; one-dose inhibition, % at 30 µM; IC50 in µM for titrated hits;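 active means first-screen hits whose inhibition reached a set limit at any dose in the follow-up dose series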;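 further: fluorescence reports GDP produced by GAP-driven GTP hydrolysis; strong numbers were not always called active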
# NOD1 inhibition = NOD1 signaling inhibitors, primary screen, cell-based, luminescence, uHTS (AID 1578); NOD1-driven NF-kB luciferase reporter cells, luminescence; higher % means a stronger effect; inhibition, % at 4 µM, or EC50 in µM where a hit was titrated; 1% of 290,000 active; in the data active means inhibition mostly above about 36%, no sharp cut-off; inactive means mostly below about 34%;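 further: HEK-293T reporter cells stimulated with the NOD1 agonist gamma-tri-DAP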
# NOD2 inhibition = NOD2 signaling inhibitors, cell-based, luminescence, uHTS, HEK293 (AID 1566); 0.63% of 290,000 active; inhibition, % at 4 µM, or EC50 in µM where a hit was titrated; HEK293 NOD2/NF-kB luciferase reporter, luminescence; higher % means a stronger effect; further: many of its hits are not listed in these tables
# GPR55 antagonists = GPR55 antagonists blocking LPI-driven arrestin recruitment, primary screen, imaging, U2OS, beta-arrestin-GFP, LPI agonist (AID 2013). 0.13% of 290,000 active. one-dose inhibition, % at 10 µM; IC50 in µM for titrated hits. U2OS GPR55 beta-arrestin-GFP translocation imaging, LPI antagonism; higher % means a stronger effect;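 active means spots per cell inhibited over 60%, with over 100 cells counted and total cytoplasm intensity under 500,000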;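 further: U2OS cells stably carrying GPR55 and arrestin-GFP stimulated by 5 µM LPI near EC80; imaged beta-arrestin-GFP aggregate spots per cell after agonist stimulation; plate controls were LPI-stimulated DMSO wells for no effect and DMSO wells without LPI for full effect; some results filed as inactive read as strong as hits; confirmed hits need IC50 under 10 µM and bright autofluorescent wells are also inconclusive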
# Large T inhibition = SV40 large T antigen inhibitors, biochemical (AID 1903) | inhibition, % at 20 µM, or IC50 in µM where a hit was titrated | 0.39% of 310,000 active | SV40 large T antigen ATPase/helicase inhibition assay; higher % means a stronger effect; in the data active means a potency from the dose series; further: strong numbers were not always called active
# GPR55 activation = GPR55 agonists via beta-arrestin recruitment, primary screen, imaging, U2OS cells, beta-arrestin-GFP redistribution (AID 1961); U2OS GPR55 beta-arrestin-GFP redistribution imaging; higher % means a stronger effect; activation, % at 10 µM; hits with a dose series show EC50 in µM; 0.048% of 290,000 active;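 active means activation above 40% with more than 50 cells counted in the well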;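 further: U2OS osteosarcoma cells stably expressing GPR55 and beta-arrestin-GFP; plate controls were DMSO negative control for no effect and LPI positive control for full effect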
# Numbers without * were called inactive; . = no result given; [ ] = dose if it differs, or a comment. Unless noted, no stated cut-off is given here; in the data, active means inhibition above about 50%; inactive means the rest. Some of the compounds tested; the hit share may differ from the screen's.
SMILES,KOR beta-arrestin-1,KOR beta-arrestin-2,HIV fusion peptide,MgcRacGAP inhibition,NOD1 inhibition,NOD2 inhibition,GPR55 antagonists,Large T inhibition,GPR55 activation
C/[N+]([O-])=C/c1c(OCc2ccc(Cl)cc2Cl)ccc2ccccc12,-19%,-26%[20 µM],0.5%,5%,-15%,-4%,-3%,3%,0.6%
N#CC(=C1Nc2ccccc2N1)S(=O)(=O)c1ccccc1,1.4%,-61%[20 µM],0.2%,3%,-14%,-20%,2%,1%,0.2%
CN(Cc1nc(Cc2ccccc2F)no1)Cc1cccc2ncccc12,3.5%,5%,-1.6%,11%,4%,19%,-2%,1%,-0.2%
CC(=O)NC1(C(F)(F)F)C(=O)N(Cc2ccccc2)C2=C1C(=O)CC(C)(C)C2 (configuration not stated),1.4%,-20%,-0.9%,7%,16%,14%,18%,7%,0.2%
O=C(CNc1ccccc1)N/N=C/c1cn(-c2ccccc2)nc1-c1ccccc1,-0.7%,-13%,2.3%,4%,-7%,9%,8%,7%,0.2%
O=C(Nc1cccc2ncccc12)c1ccccc1Cl,-1.2%,17%,-2.9%,-1%,-6%,-2%,8%,0%,-0.1%
CCn1c2ccccc2c2cc(N)ccc21,2.3%,-12%,4.5%,64µM*,34%,-9%,-1%,11%,-0.2%
Cc1ccc(/C=C/S(=O)(=O)NCc2ccc(F)cc2)cc1,-5.5%,-6%,3.0%,3%,-12%,2%,4%,13%,0.5%
Cc1cc2c(cc(C(=O)OCC(=O)NCc3ccco3)n2C)s1,5.7%,-36%,0.9%,2%,-2%,-63%,-16%,27%,-0.2%
Nc1ccc(C(=O)OCC(=O)Nc2cc([N+](=O)[O-])ccc2F)cc1,1.3%,31%,-0.9%,-1%,-28%,2%,0%,3%,-0.1%
CCOCCCN(C(=O)Cn1nnc(-c2ccc(OC)c(OC)c2)n1)C(CC)C(=O)NC1CCCC1 (configuration not stated),0.9%,-21%,-0.8%,9%,-18%,10%,-1%,4%,0.2%
O=C(c1cc(-c2ccc(O)cc2)on1)N1CCN(c2ccccc2)CC1,-1.7%,-21%,-0.1%,9%,-19%,7%,11%,22%,0.2%
CNC(=S)N/N=C(\C)c1ccc(C(C)(C)C)cc1,-3.2%,-15%,-3.1%,3%,-19%,5%,-2%,7%,-0.1%
Cc1ccc(NC(=O)CN2CCN(C)CC2)cc1Br,4.0%,-44%[20 µM],0.9%,99µM*,-18%,10%,11%,.,-0.1%
CCOc1ccc(-c2nc(CSCC(=O)NC3CCCc4ccccc43)c(C)o2)cc1 (configuration not stated),4.0%,-30%,-0.4%,10%,-25%,-6%,6%,1%,-0.1%
COC(=O)c1ccccc1NC(=O)COC(C)=O,3.9%,-17%,2.1%,16%,11%,-14%,-3%,5%,0.2%
O=C(CSc1nnc(CNC(=O)c2cccs2)o1)Nc1cccc(C(F)(F)F)c1,-0.2%,12%,-1.7%,7%,-16%,4%,-1%,16%,-0.1%
Cc1ccc2[nH]c3c(c2c1)CCCC3C(N)=O (configuration not stated),-2.3%,25%,-0.8%,-1%,-44%,1%,0%,11%,-0.1%
ClC(Cl)c1nnc(-c2ccccc2)c(-c2c[nH]c3ccccc23)n1,4.8%,32%,0.1%,10%,-5%,-21%,2%,-4%,0.4%
Cc1nc2ccc(NC(=O)c3ccco3)cc2nc1C,-2.5%,18%,1.2%,5%,-42%,-13%,6%,-5%,0.0%
CCCOc1ccc2c(CC)cc(=O)oc2c1C,-3.6%,28%,-0.2%,1%,7%,5%,10%,4%,0.1%
O=C(C1CCCCC1)N(CCN1CCCC1)c1nc2ccccc2s1,3.2%,12%,-0.1%,-5%,-26%,-9%,24%,14%,-0.3%
Cc1ccc(-c2csc3ncnc(SCC(=O)Nc4nnc(C)s4)c23)cc1,-4.1%,8%,1.7%,-6%,-3%,10%,22%,13%,0.0%
COCCNC(=O)C(c1ccc(C)cc1)N(C(=O)CCC(=O)Nc1ccccn1)C1CCCCC1 (configuration not stated),-0.6%,-5%,-0.5%,3%,-30%,11%,13%,4%,-0.2%
NNC(=O)COc1ccc(C2SCCS2)cc1,4.1%,-45%,-0.3%,2%,-19%,-23%,7%,0%,0.5%
O=C(O)COc1ccccc1/C=N/NC(=O)CN1CCN(Cc2ccc(Cl)cc2)CC1,-4.3%,15%,-2.1%,11%,-4%,10%,10%,15%,-0.1%
Cc1cc(N/C=C/C(=O)c2ccccc2)ccc1Br,-0.1%,-34%[20 µM],2.1%,14%,-71%,-140%,-5%,6%,0.1%
O=C(N/C(=C\c1ccc(Cl)cc1)C(=O)N1CCOCC1)c1ccco1,-1.9%,-20%,2.8%,-5%,-2%,8%,-10%,22%,-0.2%
Cc1ccc(N=Cc2c(O)n(-c3cc(Cl)ccc3N3CCOCC3)c(=O)c3ccccc23)cc1C,-5.3%,-22%,0.1%,6%,-3%,-23%,0%,-1%,0.3%
O=C(CNC(=O)C(c1ccccc1)c1ccccc1)OCc1ccccc1,-2.4%,7%[20 µM],-0.4%,5%,-16%,13%,-6%,.,0.1%
COc1ccc([N+](=O)[O-])cc1NC(=O)CCc1ccccc1,4.9%,-5%,-2.3%,4%,18%,17%,9%,1%,-2.1%
CCN1CCCC1CNC(=O)CSc1cc(=O)n(CC)c2ccccc12 (configuration not stated),-3.8%,19%,1.4%,2%,-2%,0%,12%,11%,0.0%
Clc1nc(NC2CCCC2)nc(N2CCOCC2)n1,2.1%,11%,1.3%,11%,-10%,7%,-8%,11%,-0.1%
COC(=O)c1c(NC(=O)c2nc3ccccc3s2)sc2c1CCN(C(C)=O)C2,7.5%,-60%,-0.5%,8%,13%,39%,19%,2%,1.6%
CCNc1nc(NCC)nc(NS(=O)(=O)c2ccc(N)cc2)n1,3.0%,-1%,0.5%,13%,-4%,-2%,-3%,7%,-0.1%
CCSc1nc2c(sc3nc(C)cc(C)c32)c(=O)[nH]1,-1.5%,-8%,4.0%,.,-32%,19%,-14%,3%,0.2%
CC(Cc1ccccc1)NC(=O)C1CCCNC1=O (configuration not stated),1.6%,-20%,0.7%,0%,-18%,-12%,1%,8%,-0.2%
COc1cccc(-c2cc(C(=O)Nc3cnn(Cc4ccccc4C)c3)no2)c1,-1.8%,-24%,0.7%,6%,1%,13%,7%,-3%,0.3%
Cc1ccc(OCC(=O)NCCc2nc3ccccc3[nH]2)c(C)c1,-3.0%,12%,-1.3%,4%,0%,15%,-1%,4%,-0.3%
OC(CNCc1ccncc1)c1ccccc1 (configuration not stated),-1.6%,-15%[20 µM],-0.4%,12%,-21%,2%,-10%,-1%,-0.1%
Cn1nc(C(=O)NCc2ccco2)c2ccccc2c1=O,-1.7%,23%,-0.8%,-6%,2%,2%,-3%,2%,-0.3%
O=C1/C(=C\c2ccc3c(c2)OCO3)CCC/C1=C/c1ccc2c(c1)OCO2,2.1%,-8%,-0.3%,11%,-48%,-6%,6%,3%,0.6%
CN1/C(=C\C(=O)C[n+]2ccc(C(=O)c3ccccc3)cc2)C(C)(C)c2ccccc21,6.3%,-13%,1.2%,-25%,-19%,15%,-6%,-6%,0.2%
Fc1ccccc1OCC1CCCN(Cc2nc(CC3CC3)no2)C1 (configuration not stated),-4.8%,0%,0.3%,5%,-54%,-21%,7%,2%,-0.2%
CC(C)(C)c1ccc(/C=N/OCC(=O)NCc2ccccc2)cc1,9.0%,1%,0.2%,7%,-5%,15%,7%,4%,-0.3%
CC(C)Cn1c(N)c(C(=O)COC(=O)c2ccncc2)c(=O)n(C)c1=O,1.2%,-18%,0.1%,-7%,18%,23%,18%,15%,-2.3%
COc1ccc(/C=C/C(=O)NCCOc2ccc(C)cc2)cc1,-0.5%,.,-0.1%,10%,10%,10%,0%,9%,0.2%
CCn1c(C)c(CS(=O)(=O)c2ccccc2)[nH]c1=O,2.2%,-6%,0.2%,-5%,-11%,0%,9%,15%,-0.6%
Cc1ccc(CN(c2ccc(C(=O)Nc3cccnc3)cc2)S(C)(=O)=O)cc1,-0.3%,8%,1.7%,1%,-13%,14%,-4%,8%,-0.1%
COc1ccc(N2CC(C(=O)NCCc3ccc(OC)c(OC)c3)CC2=O)cc1 (configuration not stated),-0.8%,7%,-1.0%,-3%,-4%,14%,-3%,6%,-0.2%
O=c1/c(=C\c2cccc(O)c2)sc2nc(-c3ccccc3)c(-c3ccccc3)n12,-2.0%,37%,0.9%,-7%,21%,43%,3%,14%,0.8%
CC(=O)Nc1ccc(C2=NN(C)C(=NCc3ccccc3)SC2)cc1,-2.6%,10%,-0.3%,2%,-10%,38%,-4%,11%,0.2%
COCCNC(=O)CN(CCc1ccccc1)S(=O)(=O)c1ccc(OC)cc1,-6.7%,23%,-1.0%,4%,2%,10%,0%,-3%,0.0%

# Filtered by structure: those above with a Cl atom
SMILES,KOR beta-arrestin-1,KOR beta-arrestin-2,HIV fusion peptide,MgcRacGAP inhibition,NOD1 inhibition,NOD2 inhibition,GPR55 antagonists,Large T inhibition,GPR55 activation
C/[N+]([O-])=C/c1c(OCc2ccc(Cl)cc2Cl)ccc2ccccc12,-19%,-26%[20 µM],0.5%,5%,-15%,-4%,-3%,3%,0.6%
O=C(Nc1cccc2ncccc12)c1ccccc1Cl,-1.2%,17%,-2.9%,-1%,-6%,-2%,8%,0%,-0.1%
ClC(Cl)c1nnc(-c2ccccc2)c(-c2c[nH]c3ccccc23)n1,4.8%,32%,0.1%,10%,-5%,-21%,2%,-4%,0.4%
O=C(O)COc1ccccc1/C=N/NC(=O)CN1CCN(Cc2ccc(Cl)cc2)CC1,-4.3%,15%,-2.1%,11%,-4%,10%,10%,15%,-0.1%
O=C(N/C(=C\c1ccc(Cl)cc1)C(=O)N1CCOCC1)c1ccco1,-1.9%,-20%,2.8%,-5%,-2%,8%,-10%,22%,-0.2%
Cc1ccc(N=Cc2c(O)n(-c3cc(Cl)ccc3N3CCOCC3)c(=O)c3ccccc23)cc1C,-5.3%,-22%,0.1%,6%,-3%,-23%,0%,-1%,0.3%
Clc1nc(NC2CCCC2)nc(N2CCOCC2)n1,2.1%,11%,1.3%,11%,-10%,7%,-8%,11%,-0.1%

# Bioassay records as filed in PubChem BioAssay.
